Bioassay records as filed in PubChem.
UBC13 polyUb – inhibitors of human UBC13 polyubiquitin chain formation; TR-FRET; AID 485273; 330,000 tested, 0.47% active; P61088; inhibition, % at 20 µM; in the data active = inhibition above about 45%, passing the limit was not always enough
SENP8 block-1 – inhibitors of human SENP8 protease; Q96LD8; purified SENP8, Z-RLRGG-aminoluciferin cleavage, luminescence; inhibition, % at 10 µM; 330,000 tested, 1.2% active; AID 2540; in the data active = inhibition above about 50%
SENP6 inh – blocks the human protease SENP6. inhibition, % at 10 µM. Recombinant SENP6 catalytic domain, aminoluciferin luminescence. 330,000 tested, 1.8% active. Q9GZR1. AID 2599;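 active = inhibition above about 50% at the single tested dose, limit read from the data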;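 note: plate controls were DMSO wells with enzyme for no effect and DMSO wells lacking enzyme for full effect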
Target sequence (Q9GZR1 628-1112 limits assumed): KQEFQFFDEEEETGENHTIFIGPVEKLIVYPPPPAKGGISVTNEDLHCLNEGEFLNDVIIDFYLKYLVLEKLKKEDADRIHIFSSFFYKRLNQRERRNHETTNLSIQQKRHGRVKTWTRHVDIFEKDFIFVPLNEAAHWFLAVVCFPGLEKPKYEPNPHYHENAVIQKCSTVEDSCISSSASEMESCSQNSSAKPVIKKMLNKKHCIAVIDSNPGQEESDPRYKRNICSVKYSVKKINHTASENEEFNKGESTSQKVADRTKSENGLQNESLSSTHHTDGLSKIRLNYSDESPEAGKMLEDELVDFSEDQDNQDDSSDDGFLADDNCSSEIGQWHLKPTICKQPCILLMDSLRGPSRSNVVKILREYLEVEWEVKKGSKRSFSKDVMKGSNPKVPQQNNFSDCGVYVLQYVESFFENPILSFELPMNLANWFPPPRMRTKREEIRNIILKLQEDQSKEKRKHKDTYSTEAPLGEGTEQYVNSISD
SENP7 inh – inhibitors of human SENP7 protease; inhibition, % at 5 µM; 330,000 tested, 1.5% active; Q9BQF6; recombinant SENP7, Z-RLRGG-aminoluciferin luminescence, 40 min;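 active = inhibition above about 50% at the single test dose, limit read from the data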;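 note: plate controls were DMSO with enzyme for no effect and no enzyme buffer wells for full effect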
Target sequence (Q9BQF6 706-1050 limits assumed): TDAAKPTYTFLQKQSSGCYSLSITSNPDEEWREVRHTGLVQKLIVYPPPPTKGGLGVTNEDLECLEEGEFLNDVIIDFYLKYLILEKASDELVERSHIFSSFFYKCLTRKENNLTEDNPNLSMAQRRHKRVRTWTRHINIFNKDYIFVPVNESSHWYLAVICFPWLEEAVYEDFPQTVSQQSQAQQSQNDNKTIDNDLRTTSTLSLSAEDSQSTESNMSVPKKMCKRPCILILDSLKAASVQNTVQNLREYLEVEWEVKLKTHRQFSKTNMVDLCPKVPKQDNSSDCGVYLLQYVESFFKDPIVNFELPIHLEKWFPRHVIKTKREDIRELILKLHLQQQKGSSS
SENP1 inh – SENP1 (human) catalytic domain inhibition; Q9P0U3; recombinant SENP1 catalytic domain, CyPet-SUMO1-YPet FRET cleavage; inhibition, % at 10 µM; 360,000 tested, 0.21% active; AID 624204;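 active = inhibition at least 30% at 10 µM, raw YFP signal under a set limit, fluorescence ratio 0.5 to 1.5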;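 note: 0% = enzyme with DMSO and 100% = no enzyme wells; some results filed as inactive read as strong as hits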
Target sequence (Q9P0U3 419-644 limits assumed): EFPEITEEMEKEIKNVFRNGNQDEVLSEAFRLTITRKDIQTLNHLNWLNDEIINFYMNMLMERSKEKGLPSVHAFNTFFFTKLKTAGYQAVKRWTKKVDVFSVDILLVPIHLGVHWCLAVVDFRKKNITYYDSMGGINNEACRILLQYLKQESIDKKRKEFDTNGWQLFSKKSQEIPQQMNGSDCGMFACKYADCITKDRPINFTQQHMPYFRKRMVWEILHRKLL
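Controls: no-enzyme wells low, DMSO-plus-enzyme wells high control. Test system: human recombinant His6-tagged SENP1 catalytic domain enzyme. Reagent: SFCypet-SUMO1-SFYpet FRET protein substrate, 25 nM final. Doses: one dose per compound, 10 µM, 0.5% DMSO. Detection: FRET, CFP and YFP emission. Timing: 50 min reaction at room temperature.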
SENP8 block-2 – inhibitors of human SENP8 protease. Q96LD8. recombinant SENP8, Nedd8 substrate fluorescence. inhibition, % at 20 µM. 360,000 tested, 0.64% active. AID 602440; in the data active = inhibition mostly above about 40%, no sharp cut-off; inactive = mostly below about 27%
A3G deaminase – APOBEC3G (human) deaminase inhibition; inhibition, % at 20 µM; recombinant A3G, ssDNA deamination FAM/TAMRA fluorescence; 330,000 tested, 0.28% active;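 active = inhibition of at least 40% at 20 µM, with no more than 30% in the related APOBEC3A deaminase screen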;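 note: plate controls were DMSO wells with A3G for no effect and wells lacking A3G enzyme for full effect; some compounds called inactive have numbers as strong as hits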
Apaf1 inhib – human Apaf-1 inhibition. inhibition, % at 20 µM. reconstituted apoptosome caspase-3 activity, DEVD-Rh110 fluorescence. AID 489030. O14727. 330,000 tested, 0.71% active; active = inhibition of at least 40% at 20 µM;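 note: plate controls were DMSO wells for no effect and DEVD-CHO caspase inhibitor wells for full effect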
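Material: cell-free apoptosome with Apaf-1, procaspase-3 and caspase-9; Buffer or medium: Hepes pH 7.5 with detergent and BSA; Reagent: cytochrome c trigger plus (Z-DEVD)2-Rh110 caspase-3 substrate; Times: compound with Apaf-1, dATP, procaspase-3 30 min, then 50 min reaction, room temperature; Technique: Rh110 fluorescence intensity.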
The depositor's hits bear a star; i = inactive; x = no result given. Outcome played no part in choosing rows (roughly 3.6% active in at least one column).

SMILES	UBC13 polyUb	SENP8 block-1	SENP6 inh	SENP7 inh	SENP1 inh	SENP8 block-2	A3G deaminase	Apaf1 inhib
CCOC(=O)c1c(CN(CC)CC)n(-c2ccccc2)c2ccc(O)cc12	-8	-6	-10	-14	1	-5	-5	5
O=C1[C@H]2CC3CCC2(O3)[C@@H]2OCCCN12 (stereo partly specified)	4	-3	-2	3	-1	0	-4	-5
COc1ccc(-n2nc(C(=O)Nc3nc4ccc(OC)cc4s3)c3ccccc3c2=O)c(OC)c1	1	2	5	-5	x	x	-10	-2
O=C(CCN=C1NS(=O)(=O)c2ccccc21)OCC(=O)c1ccccc1Cl	-2	6	-10	3	1	11	-5	9
CCOc1ccc(NC(=O)Nc2cc(C(C)C)c(O)cc2C)cc1	9	-2	-18	-4	-11	18	-5	-9
CC1(C)Cc2c(cnn2-c2ccc(F)cc2)C(NC(=O)c2ccco2)C1 (stereo unspecified)	-5	6	1	1	0	-2	-3	10
O=C(/C=C/c1ccc(Cl)c(Cl)c1)NCc1ccco1	0	-3	2	0	3	11	-3	5
COc1cc2oc(=O)cc(-c3cccc(-c4cccc(C)c4)c3)c2c(OC)c1OC	x	x	x	1	0	-68	0	25
COc1ccc(Nc2nc(C(=O)NCc3ccco3)cs2)cc1	-2	-16	-45	-19	4	11	-1	4
Cc1ccc2c(C)c(C(=O)N3CCN(c4ncccn4)CC3)oc2c1C	-10	-10	5	-13	1	-4	-1	21
CC(=O)c1ccc(N2CCN(C(=S)Nc3ccccc3F)CC2)cc1	15	2	3	6	2	-173	-11	-2
CCC(=O)NCc1cc(-c2nn(C)c(=O)c3ccccc23)ccc1C	8	-7	-18	-6	1	21	-3	0
O=C(CSc1nnnn1-c1cccnc1)Nc1cccc(Cl)c1	5	0	-8	6	0	10	-7	0
Cc1ccc(OCc2nnc(N)s2)cc1	3	-13	1	-2	1	16	-5	-2
O=C(NC1CC1)c1c(O)c2ccccc2[nH]c1=O	-6	-7	1	-8	-1	-3	-6	4
CCCc1[nH]nc2c1C(c1c(C)nn(-c3ccccc3)c1Cl)C(C#N)=C(N)O2 (stereo unspecified)	-4	5	-17	2	-2	8	-3	15
COc1cccc(-c2cc(C(=O)Nc3cccnc3)no2)c1	-5	65*	55*	80*	-4	3	-4	13
O=C(c1ccc(Cl)cc1Cl)c1ncc(C(F)(F)F)cc1Cl	9	2	4	-16	1	16	-7	-5
O=C(NC1CCCCC1)C(=S)N1CCCC1	-4	1	24	3	-1	-2	-8	1
CCC(=O)c1ccc(OCC(=O)Nc2cc(S(=O)(=O)N3CCCCC3)ccc2N2CCN(CC)CC2)cc1	-1	-1	-4	13	2	-1	13	15
C=Cc1ccc2c(c1)N(C)C(=C)S2	-6	-1	-24	-8	-1	-3	27	-9
O=C(NC1CC(=O)N(c2ccc(Cl)cc2)C1)C1CC1 (stereo unspecified)	0	-5	-10	-7	1	18	-4	-1
O=C(NC1CCSC1=O)c1ccc(Cl)cc1 (stereo unspecified)	-1	-9	-22	2	0	7	-5	-5
CCOc1ccc(Br)cc1S(=O)(=O)Nc1ncn[nH]1	1	-3	4	4	2	5	-5	13
CSc1ccccc1C(=O)Nc1nc2ccccc2c(=O)[nH]1	-3	-8	6	4	1	-4	-2	5
CCc1ccc(OCc2nnc(SCC(=O)NC3CCCCC3)o2)cc1	1	7	-16	8	1	3	-7	6
CC(C)c1ccc(CN2CCSCC2)cc1	-7	0	-5	-15	1	6	-4	2
Cc1ccc(N=C2NC(=O)c3cc([N+](=O)[O-])ccc32)cc1	-2	-5	-13	1	1	19	-3	1
NC(N)=NC(N)=Nc1ccccc1	7	0	-2	2	0	9	-9	-13
O=C(c1ccco1)N1N=C(c2cccs2)CC1c1ccco1 (stereo unspecified)	-18	-17	-20	-9	2	-46	-4	-1
CCCCNC(=O)CNC(=O)c1nn(-c2ccc(OC)cc2)c(=O)c2ccccc12	-1	8	13	-4	4	-136	-3	0
O=C(NCCOc1ccc(Cl)cc1)C1CC(=O)N(c2ccc3c(c2)OCCO3)C1 (stereo unspecified)	-1	4	-10	1	-2	i	-4	-2
Cc1cc(C(F)(F)F)nn1CC(=O)Nc1ccc(Br)c2cccnc12	4	-4	-3	3	1	-3	-1	6
N#Cc1ccccc1OCc1nnc(-c2ccccc2Br)o1	5	-5	18	-4	0	12	-2	13
CCO[C@H]1OC(C(=O)N2CCN(Cc3ccccc3)CC2)=C[C@@H](C2CCCCC2)[C@@H]1CCCO	18	5	4	2	1	20	-5	25
CCN1C(=O)[C@H]2[C@@H](c3ccc(C)cc3)N3C(=O)N(c4ccc(OC)cc4)C(=O)[C@@]3(Cc3ccccc3)[C@H]2C1=O	-1	-9	-15	3	1	16	-2	9
COc1ccc(NC(=O)c2ccc3c(c2)C(=O)N(Cc2ccncc2)C3=O)cc1S(N)(=O)=O	11	-1	-8	-3	4	5	-6	-13
CCOC(=O)C1=C(CC)OC(N)=C(C#N)C1c1ccc(OC)cc1OC (stereo unspecified)	-1	-14	-14	-6	-2	-25	-13	-2
O=C(COc1ccccc1)NCC(=O)Nc1cccc(S(=O)(=O)NC2=NCCC2)c1	4	3	13	-2	1	10	-5	-9
Cc1ccc(NC(=S)N2CCN(c3ccccc3F)CC2)c(C)c1	-2	1	8	-2	0	7	-6	-3

Reformatted: entries from further up.
> N#Cc1ccccc1OCc1nnc(-c2ccccc2Br)o1
  UBC13 polyUb = 5	SENP8 block-1 = -5	SENP6 inh = 18	SENP7 inh = -4	SENP1 inh = 0	SENP8 block-2 = 12	A3G deaminase = -2	Apaf1 inhib = 13
> CCO[C@H]1OC(C(=O)N2CCN(Cc3ccccc3)CC2)=C[C@@H](C2CCCCC2)[C@@H]1CCCO
  UBC13 polyUb = 18	SENP8 block-1 = 5	SENP6 inh = 4	SENP7 inh = 2	SENP1 inh = 1	SENP8 block-2 = 20	A3G deaminase = -5	Apaf1 inhib = 25
> CCN1C(=O)[C@H]2[C@@H](c3ccc(C)cc3)N3C(=O)N(c4ccc(OC)cc4)C(=O)[C@@]3(Cc3ccccc3)[C@H]2C1=O
  UBC13 polyUb = -1	SENP8 block-1 = -9	SENP6 inh = -15	SENP7 inh = 3	SENP1 inh = 1	SENP8 block-2 = 16	A3G deaminase = -2	Apaf1 inhib = 9
> COc1ccc(NC(=O)c2ccc3c(c2)C(=O)N(Cc2ccncc2)C3=O)cc1S(N)(=O)=O
  UBC13 polyUb = 11	SENP8 block-1 = -1	SENP6 inh = -8	SENP7 inh = -3	SENP1 inh = 4	SENP8 block-2 = 5	A3G deaminase = -6	Apaf1 inhib = -13

(further entries)
SMILES	UBC13 polyUb	SENP8 block-1	SENP6 inh	SENP7 inh	SENP1 inh	SENP8 block-2	A3G deaminase	Apaf1 inhib
COc1ccc(C(=O)Nc2ccnn2C2CCN(Cc3ccncc3)CC2)cc1	0	13	-7	5	-7	2	-9	3
CC(=O)Nc1ccc(NC(=O)CN(c2cc(Cl)ccc2Cl)S(C)(=O)=O)cc1	-1	-4	-11	1	0	9	-1	-3
O=C1CC(=O)Nc2cc(S(=O)(=O)Nc3ccc(Cl)c(C(F)(F)F)c3)ccc2N1	4	-2	-5	-2	3	13	-8	-6
COc1ccc(NC(=S)Nc2ccc(N(C)C(C)=O)cc2)cc1	-4	3	-5	9	1	11	0	-1
Cc1cc(=O)oc2cc(OCc3ccc(C(=O)OCC(=O)N(C)C4CCS(=O)(=O)C4)cc3)ccc12 (stereo unspecified)	10	-3	9	5	1	-233	2	4
COCCN1CCn2c(nc3cc(NC(=O)c4cccs4)ccc32)C1	-5	0	11	-1	-37	-166	-3	1
Cc1ccc(S(=O)(=O)N2CCOCC2)cc1NC(=O)COC(=O)COc1cccc2c1OC(C)(C)C2	4	-4	-10	-8	1	5	-9	7
CC(C)CN(C(=O)COC(=O)c1cnccn1)c1c(N)n(Cc2ccccc2)c(=O)[nH]c1=O	-8	-5	2	-6	-11	-1	-8	-6
CSc1nc(-c2ccc(Cl)cc2)nn1S(=O)(=O)c1ccccc1	7	-8	9	0	-1	12	-1	6
Cn1c(SCc2ccccc2F)nc2cccnc21	-2	25	60*	48	3	10	-3	2
COc1cccc(CNC(=O)C(CC(C)C)NC(=O)c2ccccc2C)c1 (stereo unspecified)	-2	-2	-3	4	0	15	0	5
COC(=O)CCn1c(C)cc(C(=O)COc2ccccc2C(N)=O)c1C	8	-5	-8	-6	0	6	-4	-15
O=C(CCCn1c(=S)[nH]c2ccccc2c1=O)NC1CCCC1	6	1	9	7	3	4	-7	-8
O=C(CN1C2CCC1CC(NC(=O)C1CC1)C2)NCc1ccccc1 (stereo unspecified)	5	-7	-17	-1	-1	0	-2	-3
COC(=O)CN1C(=O)[C@H]2[C@@H](c3ccc(C)o3)N3C(=O)CN(CCO)C(=O)[C@@]3(Cc3ccccc3)[C@H]2C1=O	-4	3	-12	-6	-8	-4	-6	-10
Cc1ccc(-c2cc(C(F)F)n3ncc(C(=O)N4CCc5ccccc54)c3n2)cc1	-7	-5	1	-1	-2	9	1	10
Cn1nnnc1Sc1ncnc2scc(-c3ccccc3C(F)(F)F)c12	-5	0	2	7	-4	-12	54	11
CCS(=O)c1ccccc1C(=O)OCC(=O)Nc1cccc(S(=O)(=O)N2CCCCC2)c1 (stereo unspecified)	-11	-11	-13	-3	0	-1	-6	17
COc1ccc(C(CC(=O)N2CCCCC2)C(C)C)cc1 (stereo unspecified)	3	-1	1	-2	0	5	-3	-14
Cc1nc(-c2cccnc2)sc1C(N)=O	2	8	0	-2	0	10	-6	-2
O=C(NNC(=O)c1cccc(Br)c1)Nc1ccc(Cl)cc1	-1	-2	-21	-4	-1	7	-6	-1
CCCc1cc(-c2n[nH]c(=S)n2CC)cs1	17	0	-8	5	0	0	43*	-1
O=C(CCCN1C(=O)c2ccccc2C1=O)Nc1ccccc1	-1	4	-4	1	3	1	1	-2
Cc1nnc(SCc2cc(=O)[nH]c(=S)[nH]2)s1	15	-2	-20	5	1	8	-8	-7
COc1ccc(CNC(=O)c2ccc(CS(=O)(=O)c3ccc(C)cc3)o2)cc1	8	15	5	-2	0	1	1	5
O=C(OCc1cccs1)c1ccccc1NS(=O)(=O)c1ccc2c(c1)OCCO2	0	-9	-26	-5	-1	-16	-6	15
CCn1c(SCC(=O)N2CCCCC2C)nnc1-c1ccco1 (stereo unspecified)	4	-1	-6	7	0	12	0	9
COc1ccc(C2NC(=O)N(C)C(C)=C2[N+](=O)[O-])cc1 (stereo unspecified)	1	3	-3	1	-5	0	-2	5
CCOC(=O)c1c(C)[nH]c(C(=O)COC(=O)CN2C(=O)C3CCCCC3C2=O)c1C (stereo unspecified)	-8	10	6	4	-1	11	-3	16
COc1ccc(C2C(C#N)=C(N)OC3=C2C(=O)CCC3)cc1Cn1nc(C)c([N+](=O)[O-])c1C (stereo unspecified)	-3	-8	-20	-3	-1	-1	-5	10
Cc1ccnc(NC(=O)CCCNC(=O)c2ccc(Cl)cc2)c1	-2	4	-4	0	-1	9	-5	2
N#Cc1c(-c2ccc(Cl)cc2Cl)nc2n(c1=O)CCS2	-3	-10	-27	-3	-41	-53	-3	10
O=C(CN(C(=O)Cn1nnc(-c2ccccc2F)n1)c1cccc2c1CCCC2)NCc1ccccc1	-12	0	-6	2	0	9	4	16
O=C(NNc1cc(Cl)ccc1Cl)c1cccnc1Cl	6	0	7	4	3	12	-9	9
Cc1ccc(NC(=O)c2sc3ncn(CC(=O)N4CCN(c5ccccn5)CC4)c(=O)c3c2C)cc1Cl	26	-6	-18	1	0	-1	2	28

Look-ups from the results shown.
UBC13 polyUb result of `Cc1ccnc(NC(=O)CCCNC(=O)c2ccc(Cl)cc2)c1` = -2
Apaf1 inhib result of `O=C(CN(C(=O)Cn1nnc(-c2ccccc2F)n1)c1cccc2c1CCCC2)NCc1ccccc1` = 16
